# NPY-Y2 PAM-ag: NPY-Y2 potentiators or agonists, primary screen, cell-based | Neuropeptide Y receptor type 2 (Homo sapiens), P49146 | activation, % at 3.6 µM | 0.45% of 220,000 active | cells expressing NPY-Y2, potentiator/agonist read-out; in the data active = activation above about 27%;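 also: cells stimulated with NPY near EC25 plus isoproterenol at EC100; 0% = vehicle plus submaximal agonist and 100% = vehicle plus saturating agonist; some results beyond the cut were filed as inactive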
# Target sequence (P49146 whole entry, looked up): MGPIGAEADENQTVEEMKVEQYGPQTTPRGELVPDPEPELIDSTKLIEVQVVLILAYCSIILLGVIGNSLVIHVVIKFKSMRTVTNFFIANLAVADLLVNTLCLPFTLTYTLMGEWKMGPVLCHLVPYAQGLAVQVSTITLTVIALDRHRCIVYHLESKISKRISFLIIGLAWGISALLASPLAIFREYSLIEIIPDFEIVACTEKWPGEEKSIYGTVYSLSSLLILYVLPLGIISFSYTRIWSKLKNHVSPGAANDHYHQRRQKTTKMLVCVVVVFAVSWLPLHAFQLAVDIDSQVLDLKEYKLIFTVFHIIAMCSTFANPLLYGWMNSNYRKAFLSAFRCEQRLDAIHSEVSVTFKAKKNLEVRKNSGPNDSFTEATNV
# S1P4 agonist: S1P4 receptor agonists, primary screen, cell-based; S1P4-expressing cell line, agonist reporter assay; AID 1509, 2009; 0.35% of 220,000 active; activation, % at 4.98 µM; Sphingosine 1-phosphate receptor 4 (Homo sapiens), O95977; in the data active = activation above about 11%;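 also: 0% = DMSO vehicle and 100% = reference agonist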
# Ba/F3 V617F tox: reduced viability of JAK2V617F-dependent Ba/F3 cells, primary screen, JAK2V617F inhibitor project, cell-based, Ba/F3 EpoR-JAK2V617F, luminescence | AID 1446, 2008 | inhibition, % at 5.6 µM | ATP luminescence | 1.1% of 220,000 active;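 active = inhibition above the campaign mean plus 3 SD over all tested compounds, cut at about 24% in these data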;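 also: cytokine-independent growth of Ba/F3 cells driven by EpoR plus mutant JAK2; 0% = DMSO-treated cells and 100% = JAK inhibitor I control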
# RBBP9 inh: human RBBP9 inhibitors, primary screen, biochemical, fluorescence polarization, FP-Rh probe, HTS; 0.2% of 220,000 active; AID 1515, 2009; Serine hydrolase RBBP9 (Homo sapiens), O75884; inhibition, % at 7.94 µM; recombinant RBBP9;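 active = inhibition above the campaign mean of all tested compounds plus 3 SD, cut at about 14% in these data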;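 also: plate controls were DMSO wells with RBBP9 for no effect and wells lacking RBBP9 protein for full effect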
# Target sequence (O75884 whole entry, looked up): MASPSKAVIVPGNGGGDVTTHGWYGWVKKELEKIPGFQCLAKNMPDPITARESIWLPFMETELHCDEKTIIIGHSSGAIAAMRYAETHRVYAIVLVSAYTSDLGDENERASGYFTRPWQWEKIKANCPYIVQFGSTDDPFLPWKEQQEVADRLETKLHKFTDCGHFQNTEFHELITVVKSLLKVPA
#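 System: RBBP9 protein / Quantity: 2.5 µM RBBP9 dispensing solution, before mixing / Also added: Serine-hydrolase probe FP-Rh, 375 nM pre-mixing / Dosing: 7.94 µM single dose, 0.794% DMSO / Timing: enzyme-compound preincubation 30 min, then probe labeling 45 min, 25 °C / Signal: FP readout at 525/598 nm / Controls: DMSO-treated enzyme wells and wells lacking RBBP9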
# BaF3 parental: parental Ba/F3 cell viability inhibition, counter-screen for JAK2V617F inhibitor project, murine pro-B, CellTiter-Glo luminescence; CellTiter-Glo ATP luminescence; inhibition, % at 5.6 µM; 1.1% of 220,000 active;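 active = inhibition above a per-campaign cutoff, the mean inhibition of all tested compounds plus 3 SD, cut at about 27% in these data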;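 also: 0% = DMSO wells and 100% = JAK Inhibitor I control wells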
# NPY-Y1 PAM-ag: NPY-Y1 receptor potentiators or agonists, primary screen, cell-based. AID 1304, 2008. 0.37% of 220,000 active. Neuropeptide Y receptor type 1 (Homo sapiens), P25929. activation, % at 3.6 µM. NPY-Y1 expressing cells, potentiator/agonist activation; in the data active = activation above about 33%, passing the limit was not always enough;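 also: cells stimulated with NPY at EC10 then isoproterenol at EC100; 0% = low agonist plus stimulus and 100% = saturating agonist plus stimulus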
# Target sequence (P25929 whole entry, looked up): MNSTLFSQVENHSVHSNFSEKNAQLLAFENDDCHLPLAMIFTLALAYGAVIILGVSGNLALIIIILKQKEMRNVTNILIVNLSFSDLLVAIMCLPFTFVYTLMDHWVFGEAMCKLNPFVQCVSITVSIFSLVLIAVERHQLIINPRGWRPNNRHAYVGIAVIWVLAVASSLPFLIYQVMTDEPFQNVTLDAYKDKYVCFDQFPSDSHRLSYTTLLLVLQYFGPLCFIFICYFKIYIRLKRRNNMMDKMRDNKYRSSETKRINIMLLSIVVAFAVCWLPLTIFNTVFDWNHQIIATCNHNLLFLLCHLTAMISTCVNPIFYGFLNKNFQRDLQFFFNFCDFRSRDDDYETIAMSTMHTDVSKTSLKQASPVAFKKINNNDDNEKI
# Runt-CBFb FRET: inhibitors of RUNX1 Runt–CBFb binding, primary screen, biochemical, FRET, Cerulean-Runt, Venus-CBFb, uHTS. Cerulean-Runt/Venus-CBFb FRET ratio 530/480, 1 h. inhibition, % at 20 µM. 0.46% of 220,000 active;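 active = inhibition over about 50% at 20 µM in the single-dose screen, limit read from the data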;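 also: 0% = DMSO wells and 100% = excess unlabeled CBFb competitor control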
#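 Doses: 20 µM compound in 1% DMSO | Material: Cerulean-labeled Runt domain protein | Amount: Each fluorescent fusion protein 100 nM | Schedule: Two 1 h room-temperature incubations shielded from light | Measured by: FRET fluorescence | Evaluation: Loss of energy transfer signal | Controls: Unlabeled CBFb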
# S1P4 antagonist: S1P4 receptor antagonists, primary screen, cell-based. S1P4-expressing cells, antagonist mode, reporter read-out. inhibition, % at 4.98 µM. 0.26% of 220,000 active. AID 1510, 2009; in the data active = inhibition above about 29%;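 also: 0% = wells stimulated with agonist and 100% = vehicle wells without agonist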
# NPY-Y1 antag: NPY-Y1 receptor antagonists, primary screen, cell-based; Neuropeptide Y receptor type 1 (Homo sapiens), P25929; AID 1040, 2008; 1% of 200,000 active; inhibition, % at 3.6 µM; HEK293-CNG Y1 cells, membrane potential fluorescence; NPY at EC95, then isoproterenol;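 active = inhibition above the campaign mean inhibition of all tested compounds plus 3 SD, cut at about 20% in these data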;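 also: 0% = DMSO wells given NPY plus isoproterenol and 100% = isoproterenol alone without NPY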
#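 Assay system: HEK293 cells with Y1 receptor plus CNG channel | Probe or stimulus: NPY (25 nM), isoproterenol (1 µM), Ro 20-1724 (25 µM) | Timing: Compound incubation 1 h at room temperature, readout 45 min post-stimulation | Measured by: Membrane-potential fluorescent dye readout | Benchmarks: High control isoproterenol alone, low control NPY with isoproterenol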
# Starred values were filed as active, the others as inactive; . = no result given.
SMILES	S1P4 agonist	BaF3 parental	S1P4 antagonist	RBBP9 inh	NPY-Y1 PAM-ag	NPY-Y1 antag	Ba/F3 V617F tox	NPY-Y2 PAM-ag	Runt-CBFb FRET
CC(C)(C)c1oc(C(=O)O)cc1CN1CCOCC1	1.3	-6.9	-1.2	3.5	4.7	.	1.5	0.0	1.5
Nc1cc(=O)[nH]c(SCC(=O)Nc2ccc(Br)cc2)n1	5.2	2.8	-24.9	-4.7	1.2	5.1	3.0	1.7	0.3
CCOC(=O)c1c(C)[nH]c(C(=O)COC(=O)COc2ccccc2C)c1C	0.9	1.2	-8.2	-5.8	-6.4	4.3	-3.2	5.8	-1.6
CCC1S/C(=N/N=C/c2ccco2)N(Cc2ccccc2)C1=O (configuration not stated)	0.7	0.6	2.5	-4.2	13.9	.	-4.3	9.3	3.0
c1ccc2oc(Cc3ccc(Cc4nc5ccccc5o4)cc3)nc2c1	1.6	3.5	-11.8	-3.6	-7.3	-1.7	-3.6	5.3	-2.5
Cc1ccc(NC(=O)CSc2nnc(C3CC3)n2N)cc1S(=O)(=O)N1CCOCC1	0.3	3.8	5.4	-6.1	14.2	1.3	-4.7	10.0	0.2
O=C(Cc1ccc(Cl)cc1)NNC(=S)NC(=O)c1cccnc1	-0.8	10.0	-5.3	-4.5	10.9	5.5	-0.6	-1.8	27.0
CN(C(=O)Cc1noc2ccccc12)c1ccccc1	1.0	3.3	11.0	-0.2	-16.5	-4.5	-1.6	-1.5	10.8
O=C(CN1CCOCC1)N1CCc2ccccc2C(c2ccccc2)C1 (configuration not stated)	1.5	1.1	-12.6	-4.2	3.1	1.1	-3.9	-2.5	-2.3
c1csc(-n2nc3ccccc3n2)c1	0.4	3.8	-16.7	-10.1	13.2	1.0	-1.2	3.8	-0.8
COC(=O)c1sccc1NC(=O)Cc1ccc(Br)cc1	-0.1	8.1	-5.6	-5.2	-58.5	5.4	-1.0	-14.6	0.3
CCOC(=O)N1CCN(Cc2nc3c(c(=O)n(C)c(=O)n3C)n2Cc2ccc(F)cc2)CC1	1.9	2.3	-2.8	-2.9	-3.5	1.8	0.0	2.8	2.9
CCc1nc(N2CCN(C(=O)c3ccco3)CC2)c2c3c(sc2n1)CCCC3	-2.2	4.1	-3.4	0.2	-24.2	1.7	1.7	-25.5	-5.3
O=C(CCc1ccc(S(=O)(=O)N2CCOCC2)cc1)NN=C1CCCCCCC1	5.9	4.0	-2.7	-5.3	-2.2	7.0	-0.3	1.4	-0.1
O=C(Nc1ccccn1)c1ccc2c(c1)OCCO2	1.1	0.2	-6.3	-3.5	4.3	0.0	2.8	11.1	.
Cc1occc1-c1nnc(SCC(=O)N2CCOCC2)n1CC(C)C	2.7	2.3	10.5	-4.1	-6.0	-0.9	-3.8	6.8	0.0
O=c1cc(O)c2sc(Nc3cccc(C(F)(F)F)c3)nc2[nH]1	0.5	7.0	-17.2	-1.3	-4.7	-4.0	-1.7	-8.4	59.6*
C=CCn1c(SCC(=O)Nc2sccc2C(N)=O)nc2ccccc2c1=O	1.1	8.6	-17.5	-6.3	-2.7	3.2	-0.9	6.6	-0.6
COc1ccccc1CCNC(=O)c1nc(-c2cccs2)no1	-1.4	1.1	11.8	-7.1	-11.2	23.8*	-3.0	-17.7	-0.8
CN(C)CCN(C)Cc1ccccc1Sc1cccc2ccccc12	0.6	2.2	-20.8	-8.2	-37.3	7.2	-3.6	-18.2	-4.3
O=C(COC(=O)CCc1ccc(S(=O)(=O)N2CCOCC2)cc1)NC1CCCC1	-0.5	5.5	-15.2	-0.5	-11.0	7.8	0.9	18.6	1.3
O=C(Cc1n[nH]c(=O)[nH]c1=O)N/N=C/c1cccc(Cl)c1	1.3	3.4	-6.7	-9.1	11.4	.	2.0	2.9	-1.3
COc1ccc(CCn2c(=S)[nH]c3ccc(N4CCOCC4)cc3c2=O)cc1OC	-1.2	5.8	-3.1	-2.1	-12.5	4.2	0.9	3.9	7.4
Cc1cc(Nc2ccc(Cl)cc2)n(-c2ccccc2)n1	-0.5	2.0	7.9	0.7	7.6	-0.2	-2.3	15.7	0.8
O=C(COC(=O)c1cc2c(s1)CCC2)Nc1ccc(F)cc1	-0.4	4.8	-10.2	-4.2	-31.6	6.8	1.6	-13.8	-1.8
Cc1ccc(OCC(O)CNS(=O)(=O)c2ccccc2C(=O)N2CCCCC2)cc1 (configuration not stated)	-0.3	4.6	-10.3	-9.4	13.6	-8.2	0.9	4.5	-1.3
Cc1cc(NC(=O)c2ccccc2F)nc2c1c(=O)oc1ccccc12	0.2	3.4	1.8	5.0	-4.9	1.2	-1.4	-1.4	-3.6
CCN(CC)S(=O)(=O)c1cccc(C(=O)Nc2cc3oc4ccccc4c3cc2OC)c1	1.4	6.3	-11.4	-4.8	5.8	3.8	0.7	2.0	1.9
Cc1ccc(NS(=O)(=O)c2cccc(C(=O)N/N=C/c3c(C)nn(-c4ccccc4)c3N3CCCC3)c2)c(C)c1	-1.3	1.6	-5.6	-15.6	18.9	-3.9	-1.3	9.8	-2.6
O=C(COc1ccccc1)N1CCN(c2nnc(-c3ccccc3)c3ccccc23)CC1	-0.3	5.0	3.1	-4.5	-19.0	7.6	-0.8	7.1	-2.1

# More entries follow.
SMILES	S1P4 agonist	BaF3 parental	S1P4 antagonist	RBBP9 inh	NPY-Y1 PAM-ag	NPY-Y1 antag	Ba/F3 V617F tox	NPY-Y2 PAM-ag	Runt-CBFb FRET
Cc1ccc(NC(=O)Cn2sc3nc(C)cc(C)c3c2=O)c(Cl)c1	1.5	0.3	13.9	-2.6	14.4	.	-0.8	2.7	-4.1
COc1ccc(NC(=O)C(C)N2c3cccc4cccc(c34)S2(=O)=O)cc1OC (configuration not stated)	4.9	24.8	0.5	-0.2	8.0	-4.6	15.5	-2.6	0.2
Cc1ccc(-n2cc(CN3CCN(Cc4nccn4C)CC3)c(-c3cccc(C)c3)n2)cc1	0.4	5.3	-12.2	-8.1	-27.8	15.4	2.0	-27.1	-4.1
COc1cc(N2C(=O)NC3CC2(C)Oc2ccccc23)cc(OC)c1OC (configuration not stated)	2.7	0.7	-38.6	-7.2	6.0	-5.1	-4.3	-5.9	-3.6
Cn1c(C(=O)NCCN2CCOCC2)cc2c(=O)n(C)c3ccccc3c21	0.2	3.8	-1.4	5.0	7.0	3.2	0.5	1.0	3.1
C=CCC1C=C(C)CC(CC=C)N1 (configuration not stated)	1.0	1.4	-15.8	-2.7	8.9	-0.1	-2.1	5.5	-0.9
S=C1c2ccccc2CN1c1ccccc1	-0.6	5.8	-1.6	-5.3	-16.8	1.1	1.5	-3.9	2.6
Cc1ccccc1-c1nc(Cc2ccccc2)no1	2.2	0.3	-12.2	-7.3	-19.2	2.2	-2.2	4.8	0.2
Cc1nn2c3ccccc3n(CC(=O)c3cccs3)c2nc1=O	-0.1	-1.5	3.5	-6.7	-7.0	-6.0	-2.9	5.3	1.0
Cc1nn(C(C)C(=O)Nc2ccc(Cl)cn2)c(C)c1[N+](=O)[O-] (configuration not stated)	-2.4	3.6	4.9	-7.2	17.0	-2.6	0.8	0.3	-1.6
COc1cccc(CN(C)CC(=O)Nc2ccccc2C(=O)Nc2ccccc2)c1	0.6	1.5	3.6	3.1	-9.5	6.0	1.4	-2.9	0.8
CCn1c(NCc2c[nH]c3ccccc23)nc2ccccc21	0.4	1.3	-9.4	-9.3	-21.9	8.3	3.9	-3.4	.
COc1ccc(OC)c(NC(=O)Cn2c(CCC(=O)O)ccc2-c2ccccc2)c1	1.0	4.8	-10.4	0.1	-6.8	3.3	-2.3	-4.1	-2.5
Cc1cccc(NC(=O)CSc2nnc(NC(=O)c3ccco3)s2)c1	1.1	7.6	-13.4	-8.0	-0.9	2.1	-0.5	2.9	3.1
CCCCCCCCn1c(=O)c(C(=O)OCC)c(O)c2ccccc21	-1.1	4.4	-8.2	3.2	14.3	1.5	-3.5	7.4	-3.1
CCOC(=O)CC1C(=O)NCCN1C(=O)c1cc2c(=O)n3cccc(C)c3nc2s1 (configuration not stated)	1.0	5.4	-8.8	-11.3	-15.7	0.6	-1.2	-9.4	9.0
CC1=NN(c2ccccc2)C(=O)/C1=C\c1cc(C)n(-c2cccnc2)c1C	1.9	-3.3	-10.6	-9.0	-3.4	.	3.0	-29.3	-4.4
CCC/C(=N/NC(=O)c1ccccc1Cl)c1ccccc1	-0.1	3.2	3.6	-4.0	-8.4	3.3	-0.1	-1.4	-1.6
CCOC(=O)C1(C)Oc2cccnc2NC1=O (configuration not stated)	1.9	1.0	-14.5	4.2	-9.8	-4.1	-1.2	2.1	2.2
O=C(NCC1([N+](=O)[O-])CN(C(=O)c2ccccc2)CN(C(=O)c2ccccc2)C1)c1ccccc1	2.7	5.5	7.1	-3.5	19.8	3.1	-1.1	5.4	0.2
CN(NC(=O)c1ccc(Cl)cc1Cl)C1=NS(=O)(=O)c2ccccc21	-0.6	6.8	-7.5	0.5	-11.6	4.1	-0.3	-4.5	0.6
C/C(=N\NC(=O)c1c(Cl)cnn1C)c1cccc(NC(=O)C(C)C)c1	0.1	3.8	3.4	-1.5	-21.7	-0.9	2.0	-12.9	0.7
CCOC(=O)N1CCC(NC(=O)c2ccc(CNS(=O)(=O)c3ccc(F)cc3)cc2)CC1	0.7	3.4	-6.1	2.1	3.9	-3.4	-0.3	5.6	1.8
CCOC(=O)Nc1ccc(S(=O)(=O)N(C)C(C)C)cc1	2.9	2.8	-12.2	-6.2	14.3	0.2	-5.1	8.5	-0.4
COc1cccc(C2CC(c3ccc(NS(C)(=O)=O)cc3)=NN2C(=O)c2ccccc2)c1OC (configuration not stated)	-1.2	0.9	1.4	-13.5	35.4	-2.5	3.4	3.3	-2.2
Cc1nn(C)c(Cl)c1CN1CCCC(CO)(Cc2ccccc2)C1 (configuration not stated)	1.7	6.3	-16.2	-13.5	-1.7	2.6	3.7	-22.6	1.2
